# TNAP inh Pi: human TNAP inhibition, phosphate detection | P05186 | purified TNAP, pNPP, malachite green phosphate absorbance | inhibition, % at 20 µM | 21,000 tested, under 10 active
# Target sequence (P05186 whole entry, looked up): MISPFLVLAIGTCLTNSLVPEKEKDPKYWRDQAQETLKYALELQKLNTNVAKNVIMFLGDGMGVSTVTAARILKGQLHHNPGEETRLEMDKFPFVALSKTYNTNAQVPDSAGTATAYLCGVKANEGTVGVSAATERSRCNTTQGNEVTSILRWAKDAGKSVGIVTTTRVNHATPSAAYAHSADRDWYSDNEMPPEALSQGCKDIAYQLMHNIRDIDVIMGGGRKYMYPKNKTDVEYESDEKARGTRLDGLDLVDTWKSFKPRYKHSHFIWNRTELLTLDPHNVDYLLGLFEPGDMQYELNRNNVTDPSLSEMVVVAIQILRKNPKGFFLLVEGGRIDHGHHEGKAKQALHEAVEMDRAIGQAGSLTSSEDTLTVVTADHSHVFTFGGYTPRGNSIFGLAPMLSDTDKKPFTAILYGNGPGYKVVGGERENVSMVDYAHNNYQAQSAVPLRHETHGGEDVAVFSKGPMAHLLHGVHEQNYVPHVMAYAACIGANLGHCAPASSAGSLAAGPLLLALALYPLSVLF
# TNAP pNPP inh: human TNAP inhibition, p-nitrophenol detection. 21,000 tested, under 10 active. inhibition, % at 20 µM. AID 615. purified TNAP, pNPP hydrolysis, absorbance 405 nm;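 also: 0% = DMSO only wells and 100% = 1 mM levamisole wells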
# An asterisk follows results filed as active.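 The calls were made as follows: active = inhibition above 50% at the 20 µM single-dose screen; inactive = the rest.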 Only part of the results is shown; the hit share may differ from the screen's.
# Second line of a record – TNAP pNPP inh	TNAP inh Pi
- CCC(=O)N1CCN(C(C)=O)C1c1ccccc1 (configuration not stated)
→ 2	7
- CSc1ccccc1NC(=O)COc1ccc(S(=O)(=O)N2CCCC2)cc1
→ 0	0
- Cc1cc(N2CCN(c3ccccn3)CC2)n2c(nc3ccccc32)c1C#N
→ -9	-3
- COC(=O)n1c(=O)oc2cc(S(=O)(=O)N3CCCCC3)ccc21
→ 3	7
- CSc1nc(NC(C)=O)nc(C)c1Cl
→ 2	-18
- CC1(C)CC(=O)C2=C(C1)NC(SCC(=O)Nc1ccccc1)=C(C#N)C21CCCCC1
→ -12	0
- Cc1nc2cc(NC(=O)N3CCN(c4ccccn4)CC3)ccc2o1
→ 2	13
- COc1ccc(C2(C(=O)O)CCCC2)cc1
→ 2	11
- CCOc1ccccc1N/C=C/C(=O)C(C)(C)C
→ 1	-1
- CCCS(=O)(=O)C(=C1NCCO1)S(=O)(=O)CCC
→ 7	-6
- Cc1nnc(C)n1/N=C/C=C/c1ccccc1
→ -10	-3
- CC(=O)NC1CC2CCC(C1)N2Cc1ccc(C)cc1 (configuration not stated)
→ 4	16
- COc1ccc(Nc2nc(CC(C)=O)ns2)cc1OC
→ 1	4
- Cc1nc(C)c(-c2csc(Nc3cccnc3)n2)s1
→ 0	0
- Cn1c(=O)c2c(nc(Br)n2CCSc2ncccn2)n(C)c1=O
→ 0	0

# Record cards, as listed above. Order of screens: TNAP pNPP inh | TNAP inh Pi
# COc1ccc(Nc2nc(CC(C)=O)ns2)cc1OC is entered as 1 | 4
# CC(=O)NC1CC2CCC(C1)N2Cc1ccc(C)cc1 (configuration not stated) is entered as 4 | 16

# (listing goes on)
# Second line of a record – TNAP pNPP inh	TNAP inh Pi
- c1ccc2c(c1)nc(N1CCOCC1)c1c3ccccc3[nH]c21
→ -5	5
- O=c1cc(CN2CCN(c3ccccc3)CC2)c2cc(O)c(-c3ccccc3)cc2o1
→ 1	6
- Cc1ccc(OCC(=O)NCc2ccco2)cc1C
→ 8	11
- CCN(CC)CCNc1nc2c(c(=O)[nH]c(=O)n2C)n1CC(O)COc1ccc(Cl)cc1Cl (configuration not stated)
→ 6	0
- CCn1c(CNC(=O)c2cccs2)nnc1SCC(=O)NCCc1ccccc1
→ 3	11
- CCOC(=O)C1CCN(C(=O)CSC2=NCCS2)CC1
→ 1	10
- COc1ccc(-c2noc(CCC(=O)NC3CCCCC3)n2)cc1OC
→ 5	7
- O=c1[nH]c2ccc(Cl)cc2c(-c2ccccc2)c1CN1CCOCC1
→ 4	-20
- Cc1cc(C)n(-c2ccc(OCC(=O)O)nn2)n1
→ 3	-8
- CCS(=O)(=O)c1ccc(O)c(NC(=O)Nc2ccccc2)c1
→ 5	1
- CCOc1c(C(N)=O)c(-c2ccccc2)c2c(=O)[nH]c3ccccc3n12
→ 2	8
- CC(C)OC(=O)c1cn(-c2ccccc2)nc1-c1ccco1
→ 5	12
- CCCOc1ccc(-c2nnc(N)s2)cc1
→ 5	11
- Cc1nnc(Nc2ccc(C(=O)NCCO)cc2)c2ccccc12
→ 7	11
- Cn1c(CSc2ccccc2)c(C#N)c2ccccc21
→ 4	4
- CCN(CC)S(=O)(=O)c1cc(C(=O)Nc2ccc(Cl)cn2)ccc1C
→ 5	10
- CSc1nc(O)c(C2OC(=O)c3ccccc32)c(=O)[nH]1 (configuration not stated)
→ 5	-3
- COc1ccc(CC(=O)Nc2ccc(-c3nnc(-c4ccccc4)o3)cc2)cc1OC
→ -3	14
- c1ccc2c(c1)nc1n2C2(N3CCOCC3)CCCC2C1N1CCOCC1 (configuration not stated)
→ 4	7
- C=CCn1c(SCC(N)=O)nnc1-c1cc(Br)ccc1O
→ 2	4
- CCOC(=O)NC(Nc1ccc(S(N)(=O)=O)cc1)(C(=O)OCC)C(F)(F)F (configuration not stated)
→ 7	8
- O=C(NCc1ccccc1)C(c1cccnc1)N(Cc1ccco1)C(=O)c1ccccn1 (configuration not stated)
→ -1	11
- CCOc1ccc(NC(=O)C/C(N)=N/O)cc1
→ -1	8
- CCCOn1c(OCC(C)C)nc2ccccc2c1=O
→ 2	9
- O=C(CSc1ncnc2nc[nH]c12)N1CCN(c2ccccc2)CC1
→ 8	8
- Cc1ccc(OCC(=O)O)c(-n2nc3ccccc3n2)c1
→ -1	5
- CCc1ccccc1N(CC(=O)N1CCN(c2ccccc2F)CC1)S(C)(=O)=O
→ 3	8
- CC(=O)N1CCc2[nH]c3ccccc3c2C1
→ 4	-19
- CC(=O)c1oc2ccccc2c1N
→ 2	6
- CSc1nc2[nH]c3c(c2c2ncnn12)CCCC3
→ 5	9
- O=C1C2C3C=CC(C3)C2C(=O)N1c1ccccc1 (configuration not stated)
→ 5	-6
- COc1ccc(C2CC(=O)c3cnc(N)nc3C2)c(OC)c1 (configuration not stated)
→ 3	4
- COC(=O)CSc1nnc(-c2cccnc2)n1-c1cc(OC)cc(OC)c1
→ 6	12
- Cc1cc2c(c(=O)n1C1CC1)C(c1cccc(Cl)c1)C(C#N)=C(N)O2 (configuration not stated)
→ -1	2
- Cc1ccc(-c2nn3c(-c4cccc(Cl)c4)nnc3s2)cc1
→ -10	-10
- COc1ccc(-c2cc(C(F)(F)F)n3ncc(C(=O)O)c3n2)cc1OC
→ 4	8
- COc1ccc(OCCC(=O)N2CCCCC2)cc1
→ 3	8
- CCc1noc(C)c1C(=O)Nc1ncc(C)s1
→ 2	8
- CN1CCN(C(=O)c2cnn(-c3ccccc3)c2NC(=O)c2ccccc2F)CC1
→ 6	0
- CCOC(=O)C1CCN(C(=O)CN(c2ccc3c(c2)OCO3)S(C)(=O)=O)CC1
→ 5	10
- Cc1cc(C)cc(CC2CC(=O)N(c3cc(C)on3)C2=O)c1 (configuration not stated)
→ -1	4
- CCCCn1c(Cc2ccccc2)n[nH]c1=S
→ 2	14
- O=C(NCc1ccc2c(c1)OCO2)c1ccc(-n2cnnn2)cc1
→ 2	12
- CCOC(=O)c1cc2occc2n1CC(=O)N1CCCc2ccccc21
→ 9	2
- COc1ccc2[nH]c(=O)c(CN(Cc3nnnn3CCc3ccccc3)CC3CCCO3)cc2c1 (configuration not stated)
→ 7	8

# A draw from above in order of SMILES length, largest number first:
# Second line of a record – TNAP pNPP inh	TNAP inh Pi
- O=C(NCc1ccc2c(c1)OCO2)c1ccc(-n2cnnn2)cc1
→ 2	12
- Cc1ccc(-c2nn3c(-c4cccc(Cl)c4)nnc3s2)cc1
→ -10	-10
- COc1ccc(C2CC(=O)c3cnc(N)nc3C2)c(OC)c1 (configuration not stated)
→ 3	4
- CCCCn1c(Cc2ccccc2)n[nH]c1=S
→ 2	14

# Back to the main list, starting 3 compounds before the break.
# Second line of a record – TNAP pNPP inh	TNAP inh Pi
- O=C(NCc1ccc2c(c1)OCO2)c1ccc(-n2cnnn2)cc1
→ 2	12
- CCOC(=O)c1cc2occc2n1CC(=O)N1CCCc2ccccc21
→ 9	2
- COc1ccc2[nH]c(=O)c(CN(Cc3nnnn3CCc3ccccc3)CC3CCCO3)cc2c1 (configuration not stated)
→ 7	8
- N/C(=N\c1nc2ccccc2o1)NC(=O)c1ccccc1NC(=O)c1ccccc1
→ 0	0
- CCCn1cc2c(c1-c1cccc(C)c1)c(=O)n(C)c(=O)n2C
→ 9	10
- O=S(=O)(Nc1ccccn1)c1ccc(C2CCCCC2)cc1
→ 3	14
- CC(C)(C)NCC(O)c1cc(O)cc(O)c1 (configuration not stated)
→ 1	6
- CCP(=O)(CC)c1cccc(N)c1
→ 1	6
- Cc1onc(-c2c(F)cccc2Cl)c1C(=O)OCC(=O)NCc1ccco1
→ -1	4
- COc1cccc(C(=O)Nc2ccc(NC(=O)c3ccco3)nc2)c1
→ 2	-7
- COCCSc1ccccc1C(=O)N1CCCC1
→ 3	11
- O=C(Nc1ccccc1O)c1cc(S(=O)(=O)N2CCOCC2)ccc1Cl
→ 5	6
- O=C(NC1CCCC1)C1CCCN(S(=O)(=O)c2ccc(-n3cnnn3)cc2)C1 (configuration not stated)
→ 0	5
- CCOC(=O)C(C(C)=O)c1c(Br)c(O)c(O)c2c(C(=O)c3ccc(C)cc3)coc12 (configuration not stated)
→ 4	-3
- Cc1onc(-c2ccccc2)c1C(=O)Nc1nc(-c2ccc(F)c(F)c2)cs1
→ 5	1
- COc1ccccc1-n1c(SCC(=O)N2CCOCC2)nc(O)c(Cc2ccccc2)c1=O
→ -2	7
- COc1ccc(N(C(=O)Cn2nnc3ccccc32)C(C(=O)NCc2ccco2)c2ccc(C)o2)cc1 (configuration not stated)
→ -1	7
- Cc1cc(NC(=O)c2cc(S(=O)(=O)N3CCCCC3)ccc2C)n(-c2ccccn2)n1
→ 7	1
- COc1ccc(CN(C#N)c2nc(SC)nc(N(C)C)n2)cc1
→ 4	6
- CCOC(=O)c1c(C)[nH]c(C(=O)COC(=O)C2CC(=O)N(Cc3ccccc3)C2)c1C (configuration not stated)
→ 2	11
- Cc1ccc(C(=O)OCc2cc3ccccc3[nH]c2=O)cc1
→ -1	-1
- Clc1ccc2c(c1)c1ccccc1n2CN1CCOCC1
→ -2	0
- COc1ccc(O)c(-c2c(-c3ccc(Cl)cc3)n[nH]c2C)c1
→ -3	2
- CN1CCc2c(n(CC(O)CN3C(=O)c4ccccc4S3(=O)=O)c3ccccc23)C1=O (configuration not stated)
→ 3	8
- COCCNC(=O)c1c(N)n(/N=C/c2cccs2)c2nc3ccccc3nc12
→ 2	-22
- O=C(Nc1cccnc1)c1ccccc1Oc1ccccc1
→ 6	-3
- COc1ccc(/C=N/n2cnnc2)cc1COc1ccccn1
→ 3	-4
- O=C(OCc1nnc(-c2ccccc2)o1)c1ccc2c(c1)OCO2
→ 7	9
- OC(CN1CCN(c2ccccc2)CC1)c1c[nH]c2ccccc12 (configuration not stated)
→ 3	4
- Cc1ccc(S(=O)(=O)N2CCN(C(=O)CSc3nnc(-c4ccco4)o3)CC2)cc1
→ 0	4
- CC(NC(=O)c1csc2ccccc12)C1CCCO1 (configuration not stated)
→ 11	16
- Nc1nnc(SCC(=O)NCc2ccc3c(c2)OCO3)s1
→ 4	20
- O=C(CSC1=NCCS1)N1CCc2ccccc21
→ -6	6
- C(=C\CSc1ncn[nH]1)/CSc1ncn[nH]1
→ -5	8
- Cn1c(CN2CCOCC2)c(C#N)c2ccccc21
→ 6	12
- Cc1ccc(S(=O)(=O)NCC(C)NS(=O)(=O)c2ccc(C)cc2)cc1 (configuration not stated)
→ -17	-4
- CS(=O)(=O)N1CCN(c2nc3ccccc3s2)CC1
→ -1	8
- CCOc1ccccc1N1CCN(S(=O)(=O)c2ccc(F)c(F)c2)CC1
→ 4	16
- O=C(OCCN=C1NS(=O)(=O)c2ccccc21)c1cccnc1
→ 2	6
- COc1ccccc1NS(=O)(=O)c1ccc(Cl)cc1
→ 5	4
- Cc1nc(C(C)(C)O)n(-c2ccccc2)n1
→ -1	4
- COc1ccc(Cn2c(N)c(C#N)c3nc4ccccc4nc32)cc1OC
→ 8	15
- O=C(Cn1nnc(-c2ccccc2NC(=O)C2CC2)n1)NC1CCCCC1
→ 6	7
- Nc1c(C(=O)N2CCCCC2)sc(=S)n1-c1ccccc1
→ 3	7
- Nc1nc2ccc(OC(F)(F)F)cc2s1
→ 0	0
- O=C(Nc1cccc(F)c1)NC1CC2CCCC(C1)N2C1CC1 (configuration not stated)
→ 4	1
- CN(CC(=O)Nc1ccc(F)c(F)c1F)c1cnccn1
→ 0	0
- Cn1c(=O)c2c(nc(NCc3ccc4c(c3)OCO4)n2Cc2ccccc2Cl)n(C)c1=O
→ 5	12
- Cc1nn(-c2ccccc2)c2[nH]c(=O)c(CNc3ccc(N4CCOCC4)cc3)cc12
→ 4	9
- CCN1CCN(CCC(=O)Nc2ccccc2OC)CC1
→ 1	5
- NC(=O)C1CCN(C(=O)CSc2ccccn2)CC1
→ -2	7
- COC(=O)C(NC(=O)c1ccccc1)(Nc1nc(C)cs1)C(F)(F)F (configuration not stated)
→ 3	5
- COc1cc(-c2nc(-c3ccc(C)nc3OC)no2)cc(OC)c1OC
→ -5	1
- N#CC1=C(N)Oc2cc(N)ccc2C1C1CCCCC1 (configuration not stated)
→ 4	9
- O=C(Nc1ccc(-c2nc3ccccc3o2)c(O)c1)c1cc(-n2cnnc2)ccc1Cl
→ 3	-17
- CC(C)(C#N)C(C)(C)c1nn[nH]n1
→ 0	-17
- O=C(c1ccc(OCC2CCCO2)cc1)N1CCN(c2ccccc2)CC1 (configuration not stated)
→ 4	6
- Cc1cc(C)c(C#N)c(N2CCCC2)n1
→ 0	0
- CC(C)(O)/C=C1/Oc2ccccc2C1N1CCCCC1 (configuration not stated)
→ 0	-6
- C/C=C/CSc1nc2c(c(=O)[nH]c(=O)n2C)n1CCC
→ -4	4
- CCc1ccc(NC(=O)CSC2=C(C#N)C(c3ccc4c(c3)OCO4)CC(=O)N2)cc1 (configuration not stated)
→ -14	-14
- N=c1c(C(=O)NCc2ccccc2)cc2c(=O)n3ccccc3nc2n1Cc1ccco1
→ 2	11
- O=C(Nc1ccc2c(c1)OCO2)C1CC(c2ccccc2Cl)=NO1 (configuration not stated)
→ 3	6

# Remaining list, next part:
# Second line of a record – TNAP pNPP inh	TNAP inh Pi
- CCc1c(O)nc(SCC(N)=O)n(-c2ccccc2F)c1=O
→ -2	6
- COc1ccccc1-n1cnc2cc(NC(C)=O)ccc21
→ -8	-6
- Cc1ccc(Cl)c(OCC(=O)Nc2ccc3c(c2)OCCO3)c1
→ -6	-7
- Cc1ccc2cc3c(NC(=O)c4ccco4)nn(CC(C)C)c3nc2c1
→ 2	12
- COc1ccc(CNC(=O)NC2CCCCC2)cc1
→ -1	7
- O=C(CC(C(=O)O)C1CCCO1)NCCc1ccc2c(c1)OCO2 (configuration not stated)
→ 2	8

# Screening results deposited in PubChem BioAssay by Sanford-Burnham Center for Chemical Genomics.
